Screening data as filed in PubChem BioAssay.
Diaph act CS – activates diaphorase or chemically reduces, flagging diaphorase assay artifacts; Diaphorase/resazurin coupled assay, resorufin fluorescence, 16 min; active compounds read high; 1 = vehicle wells, 0 = NADH-free wells; activation factor at 20 µM; hit rate 0.005% among 190,000; AID 1229;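 active = diaphorase activity raised at least twofold by the compound at 20 µM; inactive = activation factor below 2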
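Test system: Clostridium kluyveri diaphorase, purified enzyme; input: enzyme 0.07 U/mL final; buffer or medium: 50 mM HEPES pH 7.4 with 4.542 mM MgCl2, 0.005% Tween 20; also added: 0.114 mM NADH and 0.1 mM resazurin, final amounts; schedule: 16 min enzyme reaction, ambient temperature; technique: fluorescence of resorufin, 544 nm excitation, 590 nm emission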
HMGR II inh – E. faecalis class II HMG-CoA reductase inhibition; purified E. faecalis HMGR, NADPH absorbance 340 nm kinetic; inhibition, % at 10 µM; hit rate 0.41% among 190,000;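 active = inhibition above a set limit, the median over all tested compounds plus 3 SD, cut at about 9.5% in these data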;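 note: enzyme runs in reverse so mevalonate oxidation gives rising NADPH absorbance; 0% = complete reaction with DMSO and 100% = background rate lacking mevalonate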
G6PDH CS – inhibits Leuconostoc G6PDH, flagging false hits in G6PDH-based assays; Purified L. mesenteroides G6PDH, diaphorase/resazurin coupled fluorescence, 45 min; inhibition, % at 5 µM; hit rate 0.12% among 200,000; AID 1020; in the data active = inhibition above about 50%
PMI act – phosphomannose isomerase (human) activation; AID 1214; hit rate 0.005% among 190,000; activation factor at 20 µM; purified human PMI, coupled resazurin fluorescence, 20 min; active compounds read high; 1 = vehicle control, 0 substrate-free wells;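 active = activation factor of 2 or more at 20 µM, relative to plate controls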
Target sequence (P34949 whole entry, looked up): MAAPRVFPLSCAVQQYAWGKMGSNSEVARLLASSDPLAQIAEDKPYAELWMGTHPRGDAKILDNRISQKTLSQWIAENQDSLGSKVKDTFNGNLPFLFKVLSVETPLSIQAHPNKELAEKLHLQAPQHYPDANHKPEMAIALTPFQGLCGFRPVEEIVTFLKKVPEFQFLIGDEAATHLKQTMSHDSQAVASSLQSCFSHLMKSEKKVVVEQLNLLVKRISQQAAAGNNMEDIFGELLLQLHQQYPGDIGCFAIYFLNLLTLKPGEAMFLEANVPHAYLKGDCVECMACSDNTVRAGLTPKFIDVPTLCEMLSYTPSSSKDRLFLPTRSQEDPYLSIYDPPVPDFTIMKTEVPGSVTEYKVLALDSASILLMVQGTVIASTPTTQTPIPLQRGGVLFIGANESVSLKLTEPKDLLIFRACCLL
TNAP inh no acc – TNAP (human) inhibition, acceptor-free conditions. hit rate 0.26% among 200,000. inhibition, % at 20 µM. purified TNAP, CDP-star luminescence, 30 min. AID 1012;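 active = tissue-nonspecific alkaline phosphatase inhibition above about 50% at 20 µM in the single-dose screen, limit read from the data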;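 note: 0% = DMSO negative control and 100% = EDTA positive control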
PMI act hi M6P – activators of human phosphomannose isomerase at near-saturating mannose 6-phosphate. P34949. coupled PMI enzyme assay, resazurin fluorescence, 20 min; active compounds read high; 1 = untreated enzyme, 0 = substrate-free blank. activation factor at 20 µM. hit rate 0.34% among 190,000;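 active = activation factor of 2 or more at 20 µM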
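Test system – human PMI in coupled enzyme assay · Timing – 20 min incubation at room temperature · Detection – Diaphorase-driven resazurin-to-resorufin fluorescence, excitation 544, emission 590 nm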
FLuc act counter – affects firefly luciferase, flagging false hits in luciferase stimulation screens. P08659. ATPlite luciferase biochemical, luminescence, 10 min; 0 = ATP-free wells, 1 = DMSO control. activation factor at 10 µM. 200,000 tested, under 10 active. AID 1027;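 active = luciferase activation factor, scaled between plate controls, of at least 2 with compound at 10 µM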
Target sequence (P08659 whole entry, looked up): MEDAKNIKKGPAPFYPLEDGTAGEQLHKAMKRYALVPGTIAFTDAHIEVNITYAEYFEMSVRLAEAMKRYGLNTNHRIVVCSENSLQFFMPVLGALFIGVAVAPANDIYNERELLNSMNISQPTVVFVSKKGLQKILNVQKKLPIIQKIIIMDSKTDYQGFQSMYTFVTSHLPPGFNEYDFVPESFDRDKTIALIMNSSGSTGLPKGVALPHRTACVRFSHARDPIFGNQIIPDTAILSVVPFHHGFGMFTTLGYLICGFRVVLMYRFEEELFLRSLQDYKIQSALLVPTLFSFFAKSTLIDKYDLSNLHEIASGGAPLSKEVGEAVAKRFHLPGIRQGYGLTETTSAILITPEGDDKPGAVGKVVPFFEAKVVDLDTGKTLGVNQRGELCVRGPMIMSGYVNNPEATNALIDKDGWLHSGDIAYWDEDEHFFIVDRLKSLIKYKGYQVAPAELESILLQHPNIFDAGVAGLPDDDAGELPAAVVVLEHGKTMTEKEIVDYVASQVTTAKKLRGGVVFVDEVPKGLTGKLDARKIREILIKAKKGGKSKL
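Assay system: Luciferase/luciferin detection reagent, cell-free biochemical luciferase assay / Read-out: luciferase activation / Benchmarks: No-ATP low control, compound-free enzyme-plus-ATP high control / Medium: PBS buffer for ATP / Detection: luminescence measurement of luciferase light output / Schedule: 10 min at ambient temperature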
Diaph inh CS – diaphorase inhibition or chemical oxidation counter-screen; diaphorase resazurin-to-resorufin fluorescence, NADH, 16 min; bacterial (C. kluyveri) enzyme, not human; inhibition, % at 20 µM; hit rate 0.69% among 190,000; AID 1217;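 active = primary screen inhibition at 20 µM above a set limit, cut at about 50% in these data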;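 note: plate controls were DMSO with full reaction for no effect and wells lacking NADH for full effect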
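Benchmarks: positive control wells lacking NADH, neutral wells with DMSO only. System: bacterial diaphorase enzyme (C. kluyveri). Input: 0.14 U/mL diaphorase, enzyme working solution. Detection: resorufin fluorescence, excitation 544 nm, emission 590 nm. Times: 16-min room-temperature incubation before reading.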
TNAP inh hiacc – TNAP (human) inhibition, high acceptor | hit rate 0.03% among 200,000 | inhibition, % at 20 µM | purified TNAP, CDP-star luminescence, 1 M DEA;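 active = over 50% inhibition of tissue-nonspecific alkaline phosphatase at 20 µM in the single-dose screen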;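 note: plate controls were DMSO wells for no effect and EDTA-quenched wells as full inhibition for full effect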
TNAP act hiacc – increases human TNAP activity under high phosphate acceptor concentration | P05186 | purified TNAP, CDP-star luminescence, 1 M DEA, 30 min; active compounds read high; 0 = EDTA background, 1 = DMSO-only activity | activation factor at 20 µM | 200,000 tested, under 10 active;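 active = activation factor at least 2 at 20 µM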
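Assay system: human TNAP; Input: enzyme diluted 1/800 final; Reagent: CDP-star luminogenic substrate at 100 µM final; Timing: 30 min, room temperature; Signal: luminescence; Evaluation: TNAP activation factor scaled between EDTA and DMSO control wells.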
* marks the source's active call; other numbers are inactive results; · = no result given.

SMILES | Diaph act CS | HMGR II inh | G6PDH CS | PMI act | TNAP inh no acc | PMI act hi M6P | FLuc act counter | Diaph inh CS | TNAP inh hiacc | TNAP act hiacc
O=C(Cc1ccc(S(=O)(=O)N2CCCC2)s1)N1CCN(c2ccccc2)CC1 | 0.8 | 4.3 | 1.2 | 1 | -17.1 | 0.9 | 1.1 | 18.7 | -9.1 | 1.1
O=C(N/N=C/c1ccco1)Nc1ccccc1 | 0.8 | -7.5 | -16.9 | 1 | -16.3 | 1 | 0.8 | 15.0 | -3.1 | 1
Cc1ccc(S(=O)(=O)NC(=NC(C)C(=O)O)c2ccccc2)cc1 (configuration not stated) | 0.9 | -5.5 | -3.0 | 0.9 | -13.5 | 1 | 1.1 | 14.2 | -4.3 | 1
C/C=C(\C)CN1CCCC(CO)(Cc2ccccc2)C1 (configuration not stated) | 1 | 1.1 | 6.4 | 1 | 0.1 | 1 | 1.1 | 1.3 | -1.6 | 1
O=C(/C=C/c1ccc(Cl)cc1)NCCc1ccccc1 | 0.9 | 5.0 | 2.1 | 0.9 | -5.8 | 0.9 | 1 | 12.0 | -1.5 | 1
N/C(=N\OC(=O)C12CC3CC(CC(C3)C1)C2)c1cccnc1 | 0.9 | · | 2.5 | 1 | -9.9 | 1 | 0.7 | 10.4 | -0.9 | 1
CCOC(=O)N1CCC(NC(=O)CSc2cc(=O)n(C)c3ccccc23)CC1 | 1 | 1.1 | 2.3 | 1 | -12.2 | 1 | 1 | 4.9 | -6.2 | 1.1
O=c1c(-c2nc3ccccc3o2)c2oc3ccccc3n2c2ccccc12 | 0.9 | 0.0 | -22.9 | 1 | -6.8 | 1 | 1 | 7.7 | -0.4 | 1
C/C(=C1/SC(N2CCOCC2)=NC1=O)c1ccc(Br)cc1 | 0.8 | -2.1 | -3.6 | 1 | -11.3 | 1 | 1.1 | 15.0 | -4.1 | 1
CC12CCC(C(=O)N(Cc3ccccc3)Cc3ccccc3)(OC1=O)C2(C)C (configuration not stated) | 0.9 | 1.1 | 8.2 | 1.1 | -2.0 | 1.1 | 1.1 | 6.6 | -7.9 | 1.1

Reprinted from the part before: 4 entries; new compounds follow.
SMILES | Diaph act CS | HMGR II inh | G6PDH CS | PMI act | TNAP inh no acc | PMI act hi M6P | FLuc act counter | Diaph inh CS | TNAP inh hiacc | TNAP act hiacc
CCOC(=O)N1CCC(NC(=O)CSc2cc(=O)n(C)c3ccccc23)CC1 | 1 | 1.1 | 2.3 | 1 | -12.2 | 1 | 1 | 4.9 | -6.2 | 1.1
O=c1c(-c2nc3ccccc3o2)c2oc3ccccc3n2c2ccccc12 | 0.9 | 0.0 | -22.9 | 1 | -6.8 | 1 | 1 | 7.7 | -0.4 | 1
C/C(=C1/SC(N2CCOCC2)=NC1=O)c1ccc(Br)cc1 | 0.8 | -2.1 | -3.6 | 1 | -11.3 | 1 | 1.1 | 15.0 | -4.1 | 1
CC12CCC(C(=O)N(Cc3ccccc3)Cc3ccccc3)(OC1=O)C2(C)C (configuration not stated) | 0.9 | 1.1 | 8.2 | 1.1 | -2.0 | 1.1 | 1.1 | 6.6 | -7.9 | 1.1
Cc1nc2ccccn2c1C(=O)NCCCN1CCOCC1 | 0.9 | -0.2 | -23.6 | 1 | -5.5 | 1 | 1.1 | 6.1 | -6.6 | 1.1
CC(=O)c1c(N2CCCCC2)nc(=S)n(-c2ccccc2)c1C | 0.5 | -3.7 | -4.2 | 0.9 | -11.6 | 0.9 | 1.1 | 45.8 | -4.2 | 1
CNc1nc(Nc2ccc(C)c(Cl)c2)nc(N)c1[N+](=O)[O-] | 1 | 1.8 | -39.8 | 0.9 | 13.1 | 0.8 | 1 | 3.8 | 3.8 | 1
Cc1cccc(C(=O)N2CCCCCC2)c1[N+](=O)[O-] | 0.9 | 0.2 | 0.4 | 1 | -11.3 | 1 | 1.1 | 6.9 | -5.1 | 1.1
CCCc1cc(=O)n2[nH]cnc2n1 | 0.9 | -0.7 | -6.1 | 1 | -2.4 | 1 | 1.1 | 8.7 | -3.8 | 1
CC(C)C(O)(C#CCN1CCCC1)c1ccccc1 (configuration not stated) | 0.8 | -6.8 | 4.2 | 0.9 | -2.9 | 0.9 | 1 | 23.4 | -0.5 | 1
COc1ccc(-c2nnc(-c3ccc(Br)o3)o2)cc1OC | 0.9 | -6.2 | 11.4 | 1 | 4.4 | 1 | 0.9 | 8.4 | -2.9 | 1
O=C(Nc1nccs1)c1ccc(COc2ccc(F)cc2)o1 | 1 | -0.1 | 8.1 | 1 | -6.5 | 1 | 1.2 | 0.8 | -3.1 | 1
COc1ccc(-c2nnc(SC(=O)N3c4ccccc4Sc4ccccc43)o2)cc1 | 0.7 | -6.4 | 0.1 | 1.1 | -7.5 | 1.1 | 1 | 26.6 | -6.4 | 1.1
CCCc1nc2n[nH]c(N)c2c2c1CCC2 | 0.9 | -2.2 | 2.9 | 0.9 | -2.7 | 0.9 | 1 | 12.9 | -4.1 | 1
COc1cc(C(=O)COC(=O)CNC(=O)C2CCCCC2)cc(OC)c1OC | 0.9 | 1.3 | -3.8 | 1 | -15.7 | 1 | 1.1 | 7.5 | -12.5 | 1.1
COC(=O)c1ccc(COC(=O)CNS(=O)(=O)c2ccc(C)cc2)cc1 | 1.1 | 2.5 | 1.7 | 1 | 3.4 | 1.1 | 0.9 | -6.1 | 5.0 | 0.9
Fc1ccc(Oc2ccc3nnc(C(F)(F)F)n3n2)cc1 | 0.9 | -0.2 | 3.0 | 1 | -0.7 | 1 | 1 | 6.5 | 1.8 | 1
CC1CCCN(S(=O)(=O)c2ccc(NC(=O)CN3CCN(C)CC3)cc2)C1 (configuration not stated) | 1 | 2.3 | 7.7 | 1 | -4.0 | 1.1 | 1 | -2.6 | -0.2 | 1
OC1(c2cccs2)CN(c2ccccc2)C2=[N+]1CCCC2 (configuration not stated) | 1 | 1.1 | 3.4 | 1.1 | -11.2 | 1.1 | 1.1 | 1.5 | -3.1 | 1
CCOC(=O)c1cnc(SCc2nc(N)nc(Nc3ccc(OC)cc3)n2)nc1N | 0.9 | -5.1 | 7.7 | 0.9 | -7.6 | 1 | 0.9 | 5.4 | -2.5 | 1
CC(C)CNC(=O)CN(c1cccc(Cl)c1)S(C)(=O)=O | 0.9 | 1.5 | 9.5 | 1 | -7.3 | 1 | 1.1 | 7.8 | -7.5 | 1.1
O=C(CSCc1ccc(Cl)cc1)NCc1ccc2c(c1)OCO2 | 0.9 | -0.5 | -2.5 | 0.8 | -12.3 | 0.9 | 1.1 | 14.3 | -5.7 | 1.1
Cc1cccc(N2CCN(S(=O)(=O)c3cnc[nH]3)CC2)c1C | 0.9 | -1.3 | -3.4 | 1 | -22.8 | 1 | 1.1 | 9.2 | -7.5 | 1.1
CCN1C(=O)C(CC(=O)Nc2ccc(OC)cc2)N(Cc2ccco2)C1=S (configuration not stated) | 1.1 | 1.0 | 16.9 | 1 | 11.9 | 1.1 | 1 | -5.8 | -3.3 | 1
CC(C)CCNC(=O)[C@@H](NC(=O)c1c(F)cccc1F)C(C)C | 0.9 | -0.7 | -0.6 | 1 | -13.3 | 0.9 | 1 | 10.4 | -1.8 | 1
CC(=O)OCC1(C)CN(c2ccccc2)N(C(=O)c2ccc(C(C)(C)C)cc2)C1=O (configuration not stated) | 0.9 | 2.5 | 2.6 | 1.1 | 3.0 | 1 | 1 | 11.6 | 5.1 | 0.9
CCCCCn1c(CN2CCN(Cc3ccccc3)CC2)nc2c1c(=O)[nH]c(=O)n2C | 0.9 | 5.1 | 4.0 | 1.1 | 2.6 | 1.1 | 1.1 | 6.8 | -5.6 | 1.1
COC(=O)CNC(=O)COC(=O)/C=C/c1ccc2ccccc2n1 | 0.9 | -0.6 | 7.3 | 0.9 | 1.9 | 0.9 | 1 | 10.6 | -1.2 | 1
COc1ccc(Br)cc1/C=N/NC(=O)c1ccc(COc2ccc3c(c2)CCC3)o1 | 0.8 | -3.5 | 1.9 | 0.9 | -5.7 | 1 | 1.1 | 15.9 | -3.8 | 1
O=C(CNS(=O)(=O)c1ccc(Br)cc1)OCc1cc(=O)n2cc(Br)ccc2n1 | 0.7 | 0.8 | -1.5 | 0.9 | -8.1 | 0.9 | 1 | 27.1 | -2.4 | 1
CCNc1nc(NCC)nc(SCCOC(=O)Nc2ccccc2)n1 | 1 | 0.5 | 3.6 | 1 | -9.2 | 1 | 1 | 2.0 | -3.4 | 1
C=CCN(C(=O)c1cccc(C(F)(F)F)c1)C1(C(=O)Nc2ccccc2)CCN(C(C)C)CC1 | 0.9 | -5.2 | 0.7 | 0.9 | -18.0 | 0.9 | 1 | 6.3 | -6.6 | 1.1
Fc1ccc(-n2c(-c3ccco3)nc3nc4ccccc4nc32)cc1 | 0.9 | -2.6 | 5.5 | 1.1 | -1.9 | 1 | 1.1 | 10.1 | -6.0 | 1.1
COc1ccc(NC(=O)CCS(=O)(=O)c2ccccc2Cl)cc1S(=O)(=O)Nc1ccc(Cl)cc1 | 0.8 | -9.5 | 11.7 | 0.9 | -3.6 | 1 | 1.1 | 16.1 | 0.7 | 1
CC1(C)N=C(c2ccccc2)C(=O)N1 | 0.9 | -7.8 | 1.7 | 0.9 | -14.9 | 0.9 | 1 | 11.9 | -0.9 | 1
CCN1CC(CN(C)Cc2nc(Cc3ccccc3)no2)CC1=O (configuration not stated) | 0.9 | 4.7 | 8.7 | 0.9 | -5.5 | 0.9 | 1.1 | 10.6 | -3.3 | 1
Cc1ccc(C2=NN(C(=O)c3ccco3)C(O)(C(F)(F)F)C2)cc1 (configuration not stated) | 0.8 | -2.2 | 5.8 | 0.9 | 30.6 | 0.9 | 1 | 18.9 | -0.1 | 1
COc1cc(-c2nnc(-c3ccco3)o2)ccc1OCc1ccccc1 | 0.9 | -2.1 | 2.9 | 1 | -1.6 | 1 | 1 | 14.7 | -2.0 | 1
COc1ccc(-c2cc(C(=O)N3CCc4ccccc4C3)no2)cc1OC | 0.8 | -3.3 | 2.9 | 0.8 | -7.0 | 0.8 | 1.1 | 21.0 | -4.2 | 1

Complete entries from above. Screens in order: Diaph act CS	HMGR II inh	G6PDH CS	PMI act	TNAP inh no acc	PMI act hi M6P	FLuc act counter	Diaph inh CS	TNAP inh hiacc	TNAP act hiacc
Shown for CC12CCC(C(=O)N(Cc3ccccc3)Cc3ccccc3)(OC1=O)C2(C)C (configuration not stated) → 0.9	1.1	8.2	1.1	-2.0	1.1	1.1	6.6	-7.9	1.1
Shown for O=C(N/N=C/c1ccco1)Nc1ccccc1 → 0.8	-7.5	-16.9	1	-16.3	1	0.8	15.0	-3.1	1
